HEK293 tox = HEK 293 cell cytotoxicity | AID 1345083 | Potency, µM (top dose mostly 115 µM), without a hit: top-dose activity change, negative = cytotoxicity, usual class: inhibitors | actives 6.6% (n = 94,000) | HEK 293 viability, ATP luminescence (CellTiter-Glo), 48-72 h; further: potency means the concentration at half of the fitted maximal effect; nearly all actives have a fitted effect of over 60% in size
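Luminescence from cellular ATP, measured with CellTiter-Glo, indicates HEK 293 viability. Cells plated at 250 cells/well are treated with compound for 48 or 72 hr at 37 degree Celsius before reagent addition.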
3T3 cytotox = NIH 3T3 cell cytotoxicity; NIH 3T3 viability, CellTiter-Glo ATP luminescence, 48-72 h; Potency, µM (titrated, usually from 96.7 µM), for the others: at the highest dose activity change, negative = cytotoxicity, usual class: inhibitors; actives 4.3% (n = 94,000); AID 1345082; further: potency means the concentration at half of the fitted maximal effect; nearly all actives have a fitted effect of over 55% in size
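Mouse fibroblast NIH 3T3 cells, 400 per well, received compound via pintool and were incubated for 48 or 72 hr prior to CellTiter-Glo ATP luminescence measurement.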
SNCA viab count = reduces viability of HEK-293 SNCA reporter cells; HEK-293-SNCA-luc viability, GF-AFC fluorescence, 24 h; Potency, µM (highest dose often 57.1 µM), for inactives: top-dose activity change, negative = cytotoxicity, actives largely listed as cytotoxic; actives 0.12% (n = 150,000); AID 1671193;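 further: potency means the concentration at half of the fitted maximal effect; 0% = DMSO-treated cells and -100% = medium-only wells without cells; nearly all actives have a fitted effect of over 30% in size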
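Cytotoxicity counterscreen: after 24 h compound treatment of genome-edited SNCA-luciferase HEK-293 cells, live-cell protease substrate GF-AFC read by fluorescence after 30 min; activity scaled between DMSO (0%) and medium-only (-100%), curves Hill-fitted.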
IP6K1 inhibitor = blocks human inositol hexakisphosphate kinase 1; Q92551; IP6K1 kinase, ADP-Glo luminescence, 2 h; stronger effect = lower value; activity change, % (series mostly up to about 58 µM); actives 0.81% (n = 140,000); AID 1645851; in the data active means activity change below about -25%
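ADP-Glo luminescence measures ADP made by human IP6K1 during a 2 h RT reaction with ATP/IP6 (mix at 1.3 mM/130 uM); top library doses 57.5 and 19.1 uM final.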
FLuc inh = blocks purified firefly luciferase enzyme activity | actives 2.5% (n = 76,000) | Potency, µM (series often up to 115 µM), for inactives: at the highest dose activity change, negative = inhibition, most hits filed as inhibitors | P08659 | purified P. pyralis luciferase, luminescence, biochemical; further: potency means the concentration at half of the fitted maximal effect; nearly all actives have a fitted effect of over 65% in size
Target sequence (P08659 whole entry, looked up): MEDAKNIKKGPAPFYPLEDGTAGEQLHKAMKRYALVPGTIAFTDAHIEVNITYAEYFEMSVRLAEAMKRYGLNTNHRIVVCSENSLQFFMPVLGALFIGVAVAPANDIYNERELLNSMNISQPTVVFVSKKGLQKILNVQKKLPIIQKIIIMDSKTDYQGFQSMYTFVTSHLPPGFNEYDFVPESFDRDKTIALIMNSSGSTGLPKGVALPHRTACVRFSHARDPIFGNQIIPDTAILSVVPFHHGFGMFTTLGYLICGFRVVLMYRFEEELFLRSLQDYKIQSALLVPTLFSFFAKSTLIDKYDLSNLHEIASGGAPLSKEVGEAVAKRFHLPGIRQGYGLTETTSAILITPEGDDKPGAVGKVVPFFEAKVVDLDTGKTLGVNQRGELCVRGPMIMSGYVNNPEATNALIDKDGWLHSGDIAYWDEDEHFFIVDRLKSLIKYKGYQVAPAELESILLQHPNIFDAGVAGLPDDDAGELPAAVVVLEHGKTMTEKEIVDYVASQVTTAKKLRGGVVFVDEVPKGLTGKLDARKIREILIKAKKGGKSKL
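Cell-free enzyme assay, 10nM P. pyralis luciferase, luciferin and ATP each at 10uM. Inhibition profiled over a 6-point titration, read as luminescence.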
GPT2 inhibitor = GPT2 alanine aminotransferase inhibition; Q8TD30; Potency, µM (highest dose often 57.7 µM), without a hit: at the highest dose activity change, negative = inhibition, most hits filed as inhibitors; actives 0.25% (n = 100,000); Recombinant GPT2, coupled pyruvate oxidase/HRP Amplex Red fluorescence; further: potency means the concentration at half of the fitted maximal effect; nearly all actives have a fitted effect of over 60% in size; many of its hits are not listed in these tables
Target sequence (Q8TD30 whole entry, looked up): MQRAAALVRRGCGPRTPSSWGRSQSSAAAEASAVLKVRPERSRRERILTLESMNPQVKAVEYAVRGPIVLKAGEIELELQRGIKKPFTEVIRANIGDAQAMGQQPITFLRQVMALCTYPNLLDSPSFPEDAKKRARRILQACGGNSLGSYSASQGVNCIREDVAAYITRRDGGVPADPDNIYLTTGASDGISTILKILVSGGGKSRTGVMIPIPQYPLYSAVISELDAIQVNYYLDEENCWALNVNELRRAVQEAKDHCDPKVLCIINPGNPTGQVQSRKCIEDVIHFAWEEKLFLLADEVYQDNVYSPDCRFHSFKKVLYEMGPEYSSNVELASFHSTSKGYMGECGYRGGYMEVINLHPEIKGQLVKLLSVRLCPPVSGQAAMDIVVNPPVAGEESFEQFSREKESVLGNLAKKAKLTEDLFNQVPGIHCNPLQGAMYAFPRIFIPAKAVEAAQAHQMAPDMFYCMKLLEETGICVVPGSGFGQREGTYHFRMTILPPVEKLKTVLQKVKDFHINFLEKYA
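Fluorescence of coupled pyruvate oxidase/HRP/Amplex Red system (50uM Amplex, 30 min, dark) reports pyruvate formed by GPT2. Enzyme reaction: 10ng/uL GPT2, 2mM L-alanine, 250uM a-KG, 30 min room temperature, pH 7.5; 50uM AOA control.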
SNCA expr inh = SNCA gene expression inhibition; HEK-293 SNCA-luciferase knock-in, luminescence, 24 h; Potency, µM (series often up to 57.2 µM), for the others: top-dose activity change, negative = inhibition, most hits filed as inhibitors; actives 0.17% (n = 140,000);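 further: potency means the concentration at half of the fitted maximal effect; plate controls were DMSO cells for no effect and cell-free wells for full effect; nearly all actives have a fitted effect of over 45% in size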
Active calls of the source: *; i = inactive; ? = inconclusive; . = no result given; & = joins results of further samples; [ ] = dose if it differs, or a comment. Unless noted, the call rests on the fitted dose curve; in most records, active means well fitted curve in the direction sought with a large enough effect; inconclusive means small, poorly fitted or top-dose-only effect, or another doubt; inactive means no such curve, though single readings can be large; an effect the other way counts as inactive or inconclusive. Unless noted, on the % scale 0 is the no-effect control and ±100 the full control effect. Some of the compounds tested (hit frequency here may not be typical).

Abbreviations – A = HEK293 tox; B = 3T3 cytotox; C = SNCA viab count; D = IP6K1 inhibitor; E = FLuc inh; F = GPT2 inhibitor; G = SNCA expr inh
O=C(CN1CCCCCC1)N1CCC2(CC1)CN(Cc1ccccc1)CC2CO (configuration not stated)
  A = ?; B = -18.5%; C = -1.4%[12.5 µM]; D = 8.0; E = 5.8%; F = 2.6%; G = 7.7%
Cc1cc2nc(-c3cccc(NC(=O)COc4ccc(C(C)C)cc4)c3)oc2cc1C
  A = .; B = .; C = -9.5%; D = 4.2; E = .; F = .; G = 149.5%[activator]
c1c[nH]c(-c2nc3ncccc3[nH]2)c1
  A = -40.0%&2.2%[230 µM]; B = -24.2%&-16.9%[174 µM]; C = 4.1%&-2.1%[87.6 µM]; D = 4.4&-2.8; E = ?; F = -6.2%&1.5%[88.5 µM]; G = 53.5%&4.9%[activator][87.6 µM]
CC1(C)[C@H](Cc2cc(COc3ccccc3)on2)C[C@@H]1NC(=O)C1CCC1
  A = 35.5µM*; B = ?; C = -31.1%[87.6 µM]; D = -1.4; E = 11.6%[172 µM]; F = -10.1%[88.5 µM]; G = -21.4%[87.6 µM]
COc1ccc(N2CCN(C(c3ccccc3F)c3sc4nc(-c5ccco5)nn4c3O)CC2)cc1 (configuration not stated)
  A = .; B = .; C = 4.6%; D = -15.7; E = .; F = .; G = -5.6%
Brc1ccc(-c2noc(-c3ccccc3)n2)o1
  A = .; B = .; C = 3.1%; D = 16.4; E = .; F = .; G = 13.7%
CCCNC(=O)NCC1Cn2cccc2CN1Cc1ccccc1 (configuration not stated)
  A = ?; B = ?; C = 9.6%; D = 5.6; E = 3.3%; F = i; G = -2.3%
CC1=C[C@@H](CNC(=O)CCC(=O)O)[C@H](C(C)C)C[C@H]1CC(=O)N1CCN(c2ccccn2)CC1
  A = i; B = -2.7%; C = 4.8%; D = 2.4; E = -0.6%; F = ?; G = -3.9%
Cc1ccc(-c2ccccc2CN2CCN([S+](=O)([O-])c3cccc(C(F)(F)F)c3)CC2)cc1Cl
  A = ?; B = -40.4%; C = -3.0%[12.5 µM]; D = 3.8; E = .; F = 2.3%; G = -16.4%
CC(=O)N1c2ccccc2C(=O)C1N1CCN(c2ccc(F)cc2)CC1 (configuration not stated)
  A = .; B = .; C = 4.3%; D = -6.4; E = .; F = .; G = -2.6%
Cc1ccc2oc(C(=O)Nc3c(C(=O)Nc4cccc(Cl)c4)oc4ccccc34)cc(=O)c2c1
  A = .; B = .; C = 3.7%; D = -14.6; E = .; F = .; G = -0.5%
CCOC(=O)c1c(-c2ccccc2)oc2ccc(OCc3ccc(C)cc3)cc12
  A = .; B = .; C = -1.0%; D = 0.2; E = .; F = .; G = 5.1%
CCNc1ccc(-c2nc(-c3ccco3)no2)cc1[N+](=O)[O-]
  A = .; B = .; C = 7.0%; D = -11.8; E = .; F = .; G = 60.4%[activator]
O=C(NCc1ccc(Cl)nc1)c1cccn2nccc12
  A = ?; B = -17.9%[138 µM]; C = 0.1%[87.6 µM]; D = 4.9; E = 4.7%[172 µM]; F = i; G = ?
Cc1cccc(C(=O)N2C(C(=O)NCc3ccccc3)COC23CCC(C)CC3)c1 (configuration not stated)
  A = ?; B = ?; C = -13.8%; D = -6.3; E = -6.7%; F = -6.5%; G = 21.1%
O=C(c1ccc(F)c(F)c1)N1CCN(c2cc(-c3ccc(Cl)cc3)[nH]n2)CC1
  A = ?; B = 35.5µM*; C = 2.8%; D = 12.7; E = -1.7%; F = i; G = -14.9%
OC1(CN2CCCCC2)CCN(Cc2cnn(-c3ccccc3Cl)c2)C1 (configuration not stated)
  A = ?; B = ?; C = -6.8%; D = -36.0*; E = -3.4%; F = -18.1%[11.5 µM]; G = 21.6%
O=C(Nc1ccc([C@H]2OCC(=O)N(Cc3cccnc3)[C@@H]2CO)cc1)C1CCC1
  A = -4.9%[172 µM]; B = -11.0%[138 µM]; C = 2.2%[87.6 µM]; D = 0.8; E = -3.5%[172 µM]; F = -7.8%[88.5 µM]; G = -6.9%[87.6 µM]
CC(=O)N1CC2(Cc3ccccc31)CN(C(=O)C1CCCC1)C2
  A = 1.2%[172 µM]; B = -7.1%[138 µM]; C = -0.7%[87.6 µM]; D = -6.6; E = -5.2%[172 µM]; F = i; G = -11.0%[87.6 µM]
C=CCOC(=O)C1=C(C)N=C2SC=C(CC(=O)NCC3CC3)N2C1c1cccc(OC)c1OC (configuration not stated)
  A = ?; B = -21.9%; C = -15.4%; D = 10.6; E = 3.3%; F = i; G = -0.3%
COc1ccc(C(=O)N2CCC(N3CC4CC(C3)[C@H]3CCCC(=O)N3C4)CC2)cc1 (some centres not stated)
  A = 0.2%; B = 0.3%; C = 0.5%; D = -0.5; E = 5.7%; F = i; G = -3.3%
CC(C)Oc1cccc(C2CC(=O)Nc3cc4c(cc32)OCO4)c1 (configuration not stated)
  A = .; B = .; C = -19.4%; D = -4.2; E = .; F = .; G = ?
COc1ccc(-c2[nH]nc3ncc(-c4cccnc4)nc23)cc1F
  A = ?; B = ?; C = ?; D = -2.2; E = -15.7%[172 µM]; F = -11.7%[88.5 µM]; G = 2.82µM*
COc1ccccc1CNS(=O)(=O)c1cc2c3c(c1)CCN3C(=O)CC2
  A = .; B = .; C = 3.1%; D = -1.5; E = .; F = .; G = 28.2%
Cc1cccc(NC(=O)Cn2cc(C(=O)c3ccco3)c3ccccc32)c1C
  A = .; B = .; C = -13.1%; D = -1.1; E = .; F = .; G = -4.2%

Individual results from the list:
Value for CCCNC(=O)NCC1Cn2cccc2CN1Cc1ccccc1 (configuration not stated) under FLuc inh: 3.3%
Value for COc1ccc(N2CCN(C(c3ccccc3F)c3sc4nc(-c5ccco5)nn4c3O)CC2)cc1 (configuration not stated) under SNCA viab count: 4.6%
Value for CC(=O)N1CC2(Cc3ccccc31)CN(C(=O)C1CCCC1)C2 under 3T3 cytotox: -7.1%[138 µM]
Value for COc1ccc(C(=O)N2CCC(N3CC4CC(C3)[C@H]3CCCC(=O)N3C4)CC2)cc1 (some centres not stated) under 3T3 cytotox: 0.3%

Returning to the listing, starting 2 compounds before the break.
Abbreviations – A = HEK293 tox; B = 3T3 cytotox; C = SNCA viab count; D = IP6K1 inhibitor; E = FLuc inh; F = GPT2 inhibitor; G = SNCA expr inh
COc1ccccc1CNS(=O)(=O)c1cc2c3c(c1)CCN3C(=O)CC2
  A = .; B = .; C = 3.1%; D = -1.5; E = .; F = .; G = 28.2%
Cc1cccc(NC(=O)Cn2cc(C(=O)c3ccco3)c3ccccc32)c1C
  A = .; B = .; C = -13.1%; D = -1.1; E = .; F = .; G = -4.2%
O=C1[C@@H]2C[C@@H](O)CN2C2(CN(Cc3cccs3)C2)C(=O)N1Cc1ccccc1F
  A = -5.7%[172 µM]; B = -18.5%[174 µM]; C = -0.8%[87.6 µM]; D = -16.2; E = -3.7%[172 µM]; F = i; G = 6.1%[87.6 µM]
O=C1NC(=O)C(c2ccccc2)(c2ccccc2)N1
  A = .; B = .; C = ?; D = 0.3; E = .; F = -2.7%&-3.5%; G = -2.9%
O=C(c1cc(F)ccc1F)N1CCCC(Cc2noc(-c3ccccc3)n2)C1 (configuration not stated)
  A = ?; B = ?; C = ?; D = 9.9; E = -1.7%; F = i; G = -22.6%
CS(=O)(=O)c1ccc(CN2CCOC[C@H]2c2ncc(-c3ccc(C(F)(F)F)cc3)[nH]2)cc1
  A = ?; B = ?; C = 2.3%; D = -2.5; E = 13.5%; F = -1.4%; G = 0.8%
CC(C)(C)NC(=O)N1CCC(Oc2ncccc2C(=O)N2CCOCC2)C1 (configuration not stated)
  A = -2.3%; B = -18.6%; C = 1.7%; D = 11.2; E = -13.9%; F = -1.1%; G = -9.2%
CC(C)CCNC(=O)CN1C(=O)CCn2nc(-c3cn(C)c4ccccc34)cc21
  A = .; B = .; C = -10.6%; D = 22.7; E = .; F = .; G = 14.6%
Cc1ccc(NC(=O)c2oc3ccc(S(=O)(=O)N4CCCCCC4)cc3c2C)c(C)c1
  A = .; B = .; C = 0.0%; D = 51.3; E = .; F = .; G = 25.0%
COc1ccc(OC)c(S(=O)(=O)NCC(=O)N2CCCCCNC(=O)CC2c2ccccc2)c1 (configuration not stated)
  A = -1.6%; B = -19.9%; C = -13.5%; D = -6.1; E = 7.0%; F = i; G = 12.1%
CCC(C)NC(=O)C(NC(=O)c1ccc(C)cc1)C1CCN(C(=O)c2cccc(F)c2)CC1 (configuration not stated)
  A = -22.1%; B = -7.9%; C = 6.8%; D = 0.4; E = -9.6%; F = -8.5%; G = 1.4%
CCc1noc([C@@H]2CC(F)(F)CN2C(=O)c2ncccn2)n1
  A = -1.9%; B = i; C = -9.0%; D = 20.7; E = 3.7%; F = 2.7%; G = -26.0%
COCCN1Cc2ccc(NCc3ccccc3)nc2C(C)(C(=O)NCc2ccccc2)C1 (configuration not stated)
  A = 50.1µM*; B = 44.7µM*; C = 7.6%; D = 7.1; E = -12.5%; F = -6.6%; G = -21.1%
Cc1ccc2oc([C@H]3CCN(Cc4ccc(C(=O)O)cc4)C3)nc2c1
  A = -6.7%[172 µM]; B = ?; C = -3.5%[87.6 µM]; D = -11.2; E = 70.8µM*; F = -0.8%[88.5 µM]; G = 50.5%[activator][87.6 µM]
CC(=O)N1CCc2c(sc3c2c(=O)n(CCc2ccccc2)c(=O)n3CC(=O)Nc2ccccc2F)C1
  A = .; B = .; C = -16.6%; D = -8.0; E = .; F = .; G = -7.7%
Cc1ccc(-c2noc(-c3nnn(CC(=O)Nc4cc(Cl)ccc4C)c3N)n2)cc1
  A = .; B = .; C = -6.1%; D = 0.2; E = .; F = .; G = -7.6%
Cc1ccc(-c2[nH]ncc2CN)cc1C
  A = 3.2%; B = i; C = 7.9%; D = -8.5; E = 2.1%; F = -12.7%; G = -0.9%
O=C(c1cnc2c(c1)COc1ccc(Cl)cc1-2)c1ccccc1O
  A = .; B = .; C = 14.3%; D = -10.9; E = .; F = .; G = 12.7%
COCCCn1c(=O)c(C(=O)N2CCN(C(=O)OC)CC2)nc2cccnc21
  A = i; B = -16.0%; C = -11.6%; D = -4.5; E = .; F = i; G = -11.9%
COCCn1c(CO)nnc1C1CC(NC(=O)c2cccn2C2CC2)C1 (configuration not stated)
  A = i; B = i; C = -17.6%; D = 17.4; E = 6.9%; F = -10.3%; G = -7.0%
COCCCNC(=O)C1(C)CN(Cc2ccccc2)Cc2ccc(Nc3ccccc3)nc21 (configuration not stated)
  A = ?; B = ?; C = -20.5%; D = 0.0; E = -15.9%; F = -6.7%; G = ?
c1ccc(-c2ccccc2CN[C@@H]2C[C@@H]3CO[C@H](c4ccccc4)C[C@@H]3C2)cc1
  A = ?; B = 17.8µM*; C = .; D = 3.2; E = .; F = .; G = .
CCc1nn(CC(=O)NCc2ccccc2Cl)c(=O)c2cc3ccccc3n12
  A = .; B = .; C = 4.4%; D = -5.6; E = .; F = .; G = 7.0%

Compound activity (PubChem BioAssay)
